A549 viability – kills or reduces viability of A549 cells in Nrf2 counter-screen | Potency, µM (doses to about 46 µM), inactives show at the highest dose activity change, negative = cytotoxicity, actives largely listed as inhibitors | AID 504648 | A549 ARE-Fluc cells, CellTiter-Fluor viability, 18-24 h | hit rate 0.16% among 390,000; also: potency is read from the fitted curve at half-maximal effect; % is scaled to controls: 0 for no effect and ±100 for the full control effect
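Cytotoxicity counterscreen: CellTiter-Fluor fluorescence was measured in A549 ARE_Fluc cells after 18-24 h of compound exposure in a concentration series. The subsequent BugLite luminescent read reports ARE-luciferase activity.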
Nrf2 block – inhibitors of Nrf2 signaling; A549 ARE-Fluc reporter, luciferase luminescence, 18-24 h; Potency, µM (series often up to 46 µM), inactives show top-dose activity change, negative = inhibition, most hits filed as inhibitors; hit rate 2.1% among 360,000; also: potency is read from the fitted curve at half-maximal effect; % is scaled to controls: 0 for no effect and ±100 for the full control effect; nearly all actives have a fitted effect of over 60% in size
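Concentration-response testing used A549 ARE_Fluc cells at 5000 cells/well. Following an 18-24 h compound incubation, viability was read by fluorescence (Ex 405/Em 525) and luciferase output by luminescence.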
Nrf2 activator – Nrf2 pathway activation; AREc32 ARE-luciferase reporter (MCF7-derived line), luminescence, 24 h; Potency, µM (doses to about 46.1 µM), for the others: top-dose activation, usual class: activators; hit rate 0.31% among 410,000; also: potency is read from the fitted curve at half-maximal effect; % of control where 0% means no effect; nearly all actives have a fitted effect of over 65% in size
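Cells of the AREc32 ARE-luciferase line are plated in OPTI-MEM containing 5% FBS and left overnight at 37 deg C. Compounds are pinned in, incubation continues 24 hr, and firefly luciferase signal is then measured.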
CCT chaperon mod – changes cytosolic chaperonin activity. activity change, % (concentration not given with the values), hits read low. purified chaperonin ATPase assay, HTRF ADP detection, 30 min. hit rate 0.3% among 360,000; in the data active = activity change below about -30%; also: % is scaled to controls: 0 for no effect and ±100 for the full control effect
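Enzyme 40 or 20 nM (batch-dependent) in Tris pH 7.4/KCl/MgCl2/DTT; cpd 76 uM single point; ATP 10 uM; 30 min 37 °C; Transcreener ADP HTRF detection, 30 min RT; ratio 665/615.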
pAkt inh – Akt phosphorylation inhibition; Neuro2A IGF-stimulated pAkt S473 HTRF, 20 min; stronger effect = lower value; activity change, % for hits at 50 µM; hit rate 0.32% among 360,000; in the data active = activity change below about -80%; inconclusive = mostly about -51% to -80%; also: % is scaled to controls: 0 for no effect and ±100 for the full control effect
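Single-point screen (50 µM final compound) in Neuro2A cells stimulated 20 min with 6 nM IGF at 37 deg C. After lysis, Ser473-phosphorylated Akt read by HTRF (ex 330 nm, em 615/665 nm) as the 665/615 ratio.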
Abeta rescue – A-beta toxicity reversal in yeast | AID 1347071 | Potency, µM (top dose mostly 46.1 µM), for the others: at the highest dose growth rescue, actives largely listed as activators | yeast expressing A-beta42, growth rescue, OD600, 48 h; response scale: 0% DMSO, 100% iron-clioquinol control | hit rate 0.063% among 410,000; also: potency is read from the fitted curve at half-maximal effect; nearly all actives have a fitted effect of over 55% in size
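Yeast A-beta toxicity model in growth medium with pinned compounds, 48 h at 30 C; growth read as absorbance at 600 nm. Normalized to FeCl3/clioquinol equimolar mix (positive) and DMSO (negative).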
MmCpn inh – inhibitors of Methanococcus maripaludis chaperonin (MmCpn); purified Mm-Cpn ATPase, ADP Transcreener TR-FRET; Potency, µM (top dose mostly 76.9 µM), without a hit: at the top dose activity, negative = inhibition, most hits filed as inhibitors; hit rate 0.031% among 330,000; also: potency is read from the fitted curve at half-maximal effect; % is scaled to controls: 0 for no effect and ±100 for the full control effect; nearly all actives have a fitted effect of over 80% in size
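Compound-treated chaperonin, 25 nM final, turns over 10 uM ATP at 37°C for 30 min following a 10 min preincubation; ADP generated competes with ADP-d2 for Eu-cryptate antibody, lowering FRET.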
TGFb SMAD3 inh – blocks TGF-b signaling | Potency, µM (series often up to 46.1 µM), inactives show at the top dose activity, negative = inhibition, hits mostly inhibitors | hit rate 1.2% among 410,000 | HepG2 CAGA-GFP TGF-b/SMAD3 reporter, GFP fluorescence, 18 h; TGF-beta stimulated, 500 pg/mL final; also: potency is read from the fitted curve at half-maximal effect; % is scaled to controls: 0 for no effect and ±100 for the full control effect; nearly all actives have a fitted effect of over 65% in size
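Per well, imaged GFP fluorescence of HEPG2 CAGA-GFP cells gives the signal; cells get compound, then TGF-beta (500 pg/mL final), 18 h at 37 degrees C; %Activity versus -TGF-beta and +DMSO controls.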
HepG2 viability – counter-screen for TGF-b inhibitors: cytotoxicity in HepG2 cells | hit rate 0.76% among 410,000 | Potency, µM (doses to about 46.1 µM), inactives show top-dose activity change, negative = cytotoxicity, most hits filed as cytotoxic | HepG2 CAGA-GFP viability, ATP luminescence, 18 h; also: potency is read from the fitted curve at half-maximal effect; some results filed as inactive show a strong effect at the top dose
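HepG2 CAGA-GFP cells (1000/well, DMEM with 1% FBS) received compound, then TGF-beta at 500 pg/mL final, and were incubated 18 hours at 37 degrees C. Viability was read by CellTiter-Glo luminescence. Media-only wells were set as complete cell-killing and DMSO as no toxicity.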
The depositor's hits bear a star; i = inactive; ? = inconclusive; nt = no result given. Unless noted, calls follow the shape of the dose curve; as a rule, active = well fitted curve in the direction sought with a large enough effect; inconclusive = small, poorly fitted or top-dose-only effect, or another doubt; inactive = no such curve, though single readings can be large; an effect the other way counts as inactive or inconclusive.

SMILES | A549 viability | Nrf2 block | Nrf2 activator | CCT chaperon mod | pAkt inh | Abeta rescue | MmCpn inh | TGFb SMAD3 inh | HepG2 viability
CN(Cc1ccccc1)C(=O)CCS(=O)(=O)c1ccc2c(c1)NC(=O)CS2 | 2% | 1% | -0.5% | -2.2 | i | -13% | 0% | -1% | 0%
Cc1cc(C(F)F)nn1CC(=O)N1CCSCC1 | -2% | 1% | 0.0% | -2.3 | i | 3% | -7% | 3% | -11%
CC(Sc1nnc(CNC(=O)c2ccco2)n1C)C(=O)Nc1nccs1 (stereo unspecified) | 5% | -7% | 0.6% | 0.4 | i | -2% | -1% | 2% | -2%
O=C(Nc1ccc(F)cc1)C(c1ccccc1)N1CCN(CC(=O)N2CCOCC2)CC1 (stereo unspecified) | -2% | -4% | -0.4% | -1.3 | i | 0% | -2% | 4% | 1%
CC(C)NS(=O)(=O)c1ccc(OCC(=O)N2CCCC2)c(Cl)c1 | 5% | 7% | -0.5% | 0.9 | i | -12% | -1% | -12% | -4%
CC(C)(C)C(=O)OCCNc1nc(-c2ccccc2)nc2ccccc12 | -10% | -8% | 7.6% | -0.8 | i | 13% | 1% | 3% | -18%
CCOc1ccccc1N(CC(=O)Nc1cccnc1)S(=O)(=O)c1ccc(C)cc1 | -1% | 2% | 0.1% | -1.1 | i | -4% | 0% | -22% | -13%
O=C(Nc1cc([N+](=O)[O-])ccc1N1CCCC1)c1ccco1 | ? | 17% | -0.3% | 0.8 | i | -2% | 0% | 23% | 4%
CC(=O)Nc1cccc(NC(=O)c2cc3c(=O)n4cccc(C)c4nc3n2C)c1 | 8% | -14% | 1.6% | nt | nt | 3% | nt | -16% | -21%
Cc1ccnc(NC(=O)c2ccc(COc3ccc(Cl)cc3)o2)c1 | -18% | -24% | -0.5% | -3.0 | i | 11% | 0% | -4% | -13%
CC(C)c1ccc(NC(=O)c2cc(S(=O)(=O)NCCC3=CCCCC3)ccc2F)cc1 | -16% | nt | -0.5% | nt | nt | 1% | nt | ? | 13µM*
Cc1oc(-c2ccccc2F)nc1CN1CCC(C(=O)NC2CCCc3ccccc32)CC1 (stereo unspecified) | -23% | -1% | -0.2% | -0.7 | i | 0% | 0% | -9% | -20%
Cc1cccc(C)c1CC(=O)N1CCOCC1 | -1% | 6% | -0.5% | 2.1 | i | 4% | 1% | 1% | 7%
O=C1OCCN1CCN(CN1C(=O)CCC1=O)CN1C(=O)CCC1=O | -15% | -14% | -0.9% | -0.2 | i | -10% | 1% | 15% | 2%
CCOc1ccccc1N1CCN(C(=O)Nc2ccc(F)c(Cl)c2)CC1 | -4% | -6% | -0.2% | -1.2 | i | -2% | 3% | 4% | -3%

Two entries from above, as tab-separated lines:
mol	A549 viability	Nrf2 block	Nrf2 activator	CCT chaperon mod	pAkt inh	Abeta rescue	MmCpn inh	TGFb SMAD3 inh	HepG2 viability
CC(C)(C)C(=O)OCCNc1nc(-c2ccccc2)nc2ccccc12	-10%	-8%	7.6%	-0.8	i	13%	1%	3%	-18%
Cc1ccnc(NC(=O)c2ccc(COc3ccc(Cl)cc3)o2)c1	-18%	-24%	-0.5%	-3.0	i	11%	0%	-4%	-13%

(list continues)
SMILES | A549 viability | Nrf2 block | Nrf2 activator | CCT chaperon mod | pAkt inh | Abeta rescue | MmCpn inh | TGFb SMAD3 inh | HepG2 viability
COc1ccc(NS(=O)(=O)c2cccc(C(=O)NNC(=O)COc3ccccc3)c2)cc1 | 3% | 0% | -0.3% | 1.2 | i | 6% | 1% | 16% | 1%
CCOc1ccc(CCNC(=O)COC(=O)c2cccc(OC)c2O)cc1OCC | 8% | -13% | -0.6% | 1.1 | i | 8% | 1% | -4% | -22%
COc1cccc(/C=C/C(=O)OCC(=O)NCc2ccc3c(c2)OCO3)c1 | -2% | 5% | 2.0% | -1.1 | i | 3% | -4% | 0% | 6%
CC(C)(C)c1ccc(C(=O)N2CCC(c3nc4ccccc4o3)CC2)cc1 | 4% | ? | 3.4% | nt | nt | 5% | nt | ? | -25%
COc1ccccc1OCCNC(=O)CSC(=S)N1CCCC1 | -2% | 12% | 0.0% | -2.8 | i | 3% | 2% | -21% | 6%
Cc1nc(Nc2ccc(C(=O)O)cc2)nc(Nc2ccc(C(=O)O)cc2)c1[N+](=O)[O-] | -21% | ? | 0.0% | 1.7 | i | -2% | 2% | 1% | 11%
CC(=O)N1N=C(c2cccs2)CC1c1cc2cc(C)ccc2nc1Cl (stereo unspecified) | 0% | -4% | 0.1% | 0.4 | i | -3% | -1% | -20% | 18%
O=C(O)CCC(=O)N1CC=C(c2ccccc2)CC1 | -11% | 2% | 0.2% | -1.3 | i | 9% | 0% | -3% | -47%
Cc1cc(Cl)c(OCCCCN2CCOCC2)c(Br)c1 | -4% | 3% | 0.5% | -1.5 | i | -7% | 2% | 23% | -4%
Cc1nc(Nc2nc(CSc3nc4ccccc4[nH]3)cc(=O)[nH]2)nc2ccccc12 | ? | 22% | 3.8% | 1.2 | i | -7% | -1% | 18µM* | -16%
COCC(=O)n1nc(-c2ccc(C)cc2)nc1NCc1ccc(F)cc1 | ? | 5% | 2.1% | -2.6 | i | 4% | 1% | -17% | 2%
Cc1cccc(N=C2NC(=O)/C(=C/c3cccnc3)S2)c1 | -4% | ? | 4.8% | 0.3 | i | -10% | 0% | 7% | 3%
COc1cc(CN2CCN(C(C)C)C(CCO)C2)ccc1OCc1ccccc1 (stereo unspecified) | 16% | ? | 6.6% | 0.7 | i | 2% | 1% | -1% | -15%
Cc1cc(C([O-])=C(C(=S)Nc2ccccc2)[n+]2ccccc2)c(C)n1-c1ccccc1 | 7% | ? | 18% | 1.6 | i | 18% | nt | -6% | -5%
CCOc1ccc(C(=O)NC(=S)Nc2ccccn2)cc1[N+](=O)[O-] | -16% | nt | 2.2% | -1.1 | i | -10% | -3% | 21% | 35%
COCC(C)N=Cc1c(O)[nH]c2ccccc12 (stereo unspecified) | 1% | -4% | 0.2% | -1.9 | i | 17% | 0% | 5% | -1%
Cc1ccc(C(C#N)=Cc2ccc3c(c2)OCO3)cc1 | nt | nt | 0.2% | -0.8 | i | 3% | nt | 0% | -25%
O=C(c1ccc(Cl)c(S(=O)(=O)N2CCOCC2)c1)N1CCCCC1 | -4% | -3% | -0.3% | -2.2 | i | 2% | -1% | -2% | -7%
Cc1ccc(NC(=O)CSc2nnc3ccccn23)cc1 | 11% | 4% | 0.4% | 0.0 | i | -3% | -2% | -5% | 23%
COc1cc(N)c(Cl)cc1C(=O)OCC(=O)NC(=O)NCc1ccco1 | -7% | -2% | -0.4% | -0.7 | i | 5% | -9% | 4% | -60%
CC(=O)c1cccc(CN2CCC(n3nccc3NC(=O)CCc3ccccc3)CC2)c1 | 0% | 4% | 2.6% | -1.7 | i | 5% | -14% | -4% | -81%
CCN(CC)C(=O)CSc1nc2c(sc(=S)n2-c2ccccc2OC)c(=O)n1-c1ccccc1 | -8% | ? | 0.0% | -3.4 | i | 3% | -2% | 25% | -13%
C#CCOCCOCCOCCNc1nc(N2CCN(C(=O)[C@H](C(C)C)n3cc(CCO)nn3)CC2)nc(N2CCN(C(=O)[C@H](C)n3cc(CCCN=C(N)N)nn3)CC2)n1 | 0% | 17% | 0.1% | -2.1 | i | -7% | nt | -1% | -14%
O=C1OCCN1C(=O)[C@H]1[C@H](c2ccccc2)C(c2cccc(Cl)c2)=NN1c1ccccc1 | ? | -6% | 6.2% | 1.1 | i | 13% | -23% | ? | -1%
Cc1ccc(OCCC(=O)OCC(=O)N2c3ccccc3CC2C)cc1 (stereo unspecified) | 0% | 6% | 1.9% | 0.2 | i | 26% | nt | 17% | 5%
O=C1CC(C(=O)Nc2cccc(Cl)c2)n2ncnc2N1 (stereo unspecified) | 0% | -11% | -0.1% | -0.5 | i | 1% | 2% | -1% | 3%

Results in Nrf2 activator and HepG2 viability, for some of the entries so far:
Structure,Nrf2 activator,HepG2 viability
CCN(CC)C(=O)CSc1nc2c(sc(=S)n2-c2ccccc2OC)c(=O)n1-c1ccccc1,0.0%,-13%
C#CCOCCOCCOCCNc1nc(N2CCN(C(=O)[C@H](C(C)C)n3cc(CCO)nn3)CC2)nc(N2CCN(C(=O)[C@H](C)n3cc(CCCN=C(N)N)nn3)CC2)n1,0.1%,-14%
O=C1OCCN1C(=O)[C@H]1[C@H](c2ccccc2)C(c2cccc(Cl)c2)=NN1c1ccccc1,6.2%,-1%
Cc1ccc(OCCC(=O)OCC(=O)N2c3ccccc3CC2C)cc1 (stereo unspecified),1.9%,5%
O=C1CC(C(=O)Nc2cccc(Cl)c2)n2ncnc2N1 (stereo unspecified),-0.1%,3%
